Screening results: PubChem BioAssay, several laboratories
SSB-PriA inh – K. pneumoniae PriA-SSBct interaction inhibition. AID 1272365. inhibition, % at 33 µM. 0.6% of 430,000 active. AlphaScreen SSBct-PriA binding, biotinylated peptide; in the data active = inhibition mostly above about 37%, no sharp cut-off; inactive = mostly below about 20%;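 also: plate controls were negative control peptide for no effect and reference peptide for full effect; strong numbers were not always called active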
TcdB inh – TcdB glycohydrolase inhibition; TcdB glycohydrolase enzymatic assay, plate reader; 0.24% of 350,000 active; inhibition, % at 9.99 µM; P18177; in the data active = inhibition above about 10%
Target sequence (P18177 whole entry, looked up): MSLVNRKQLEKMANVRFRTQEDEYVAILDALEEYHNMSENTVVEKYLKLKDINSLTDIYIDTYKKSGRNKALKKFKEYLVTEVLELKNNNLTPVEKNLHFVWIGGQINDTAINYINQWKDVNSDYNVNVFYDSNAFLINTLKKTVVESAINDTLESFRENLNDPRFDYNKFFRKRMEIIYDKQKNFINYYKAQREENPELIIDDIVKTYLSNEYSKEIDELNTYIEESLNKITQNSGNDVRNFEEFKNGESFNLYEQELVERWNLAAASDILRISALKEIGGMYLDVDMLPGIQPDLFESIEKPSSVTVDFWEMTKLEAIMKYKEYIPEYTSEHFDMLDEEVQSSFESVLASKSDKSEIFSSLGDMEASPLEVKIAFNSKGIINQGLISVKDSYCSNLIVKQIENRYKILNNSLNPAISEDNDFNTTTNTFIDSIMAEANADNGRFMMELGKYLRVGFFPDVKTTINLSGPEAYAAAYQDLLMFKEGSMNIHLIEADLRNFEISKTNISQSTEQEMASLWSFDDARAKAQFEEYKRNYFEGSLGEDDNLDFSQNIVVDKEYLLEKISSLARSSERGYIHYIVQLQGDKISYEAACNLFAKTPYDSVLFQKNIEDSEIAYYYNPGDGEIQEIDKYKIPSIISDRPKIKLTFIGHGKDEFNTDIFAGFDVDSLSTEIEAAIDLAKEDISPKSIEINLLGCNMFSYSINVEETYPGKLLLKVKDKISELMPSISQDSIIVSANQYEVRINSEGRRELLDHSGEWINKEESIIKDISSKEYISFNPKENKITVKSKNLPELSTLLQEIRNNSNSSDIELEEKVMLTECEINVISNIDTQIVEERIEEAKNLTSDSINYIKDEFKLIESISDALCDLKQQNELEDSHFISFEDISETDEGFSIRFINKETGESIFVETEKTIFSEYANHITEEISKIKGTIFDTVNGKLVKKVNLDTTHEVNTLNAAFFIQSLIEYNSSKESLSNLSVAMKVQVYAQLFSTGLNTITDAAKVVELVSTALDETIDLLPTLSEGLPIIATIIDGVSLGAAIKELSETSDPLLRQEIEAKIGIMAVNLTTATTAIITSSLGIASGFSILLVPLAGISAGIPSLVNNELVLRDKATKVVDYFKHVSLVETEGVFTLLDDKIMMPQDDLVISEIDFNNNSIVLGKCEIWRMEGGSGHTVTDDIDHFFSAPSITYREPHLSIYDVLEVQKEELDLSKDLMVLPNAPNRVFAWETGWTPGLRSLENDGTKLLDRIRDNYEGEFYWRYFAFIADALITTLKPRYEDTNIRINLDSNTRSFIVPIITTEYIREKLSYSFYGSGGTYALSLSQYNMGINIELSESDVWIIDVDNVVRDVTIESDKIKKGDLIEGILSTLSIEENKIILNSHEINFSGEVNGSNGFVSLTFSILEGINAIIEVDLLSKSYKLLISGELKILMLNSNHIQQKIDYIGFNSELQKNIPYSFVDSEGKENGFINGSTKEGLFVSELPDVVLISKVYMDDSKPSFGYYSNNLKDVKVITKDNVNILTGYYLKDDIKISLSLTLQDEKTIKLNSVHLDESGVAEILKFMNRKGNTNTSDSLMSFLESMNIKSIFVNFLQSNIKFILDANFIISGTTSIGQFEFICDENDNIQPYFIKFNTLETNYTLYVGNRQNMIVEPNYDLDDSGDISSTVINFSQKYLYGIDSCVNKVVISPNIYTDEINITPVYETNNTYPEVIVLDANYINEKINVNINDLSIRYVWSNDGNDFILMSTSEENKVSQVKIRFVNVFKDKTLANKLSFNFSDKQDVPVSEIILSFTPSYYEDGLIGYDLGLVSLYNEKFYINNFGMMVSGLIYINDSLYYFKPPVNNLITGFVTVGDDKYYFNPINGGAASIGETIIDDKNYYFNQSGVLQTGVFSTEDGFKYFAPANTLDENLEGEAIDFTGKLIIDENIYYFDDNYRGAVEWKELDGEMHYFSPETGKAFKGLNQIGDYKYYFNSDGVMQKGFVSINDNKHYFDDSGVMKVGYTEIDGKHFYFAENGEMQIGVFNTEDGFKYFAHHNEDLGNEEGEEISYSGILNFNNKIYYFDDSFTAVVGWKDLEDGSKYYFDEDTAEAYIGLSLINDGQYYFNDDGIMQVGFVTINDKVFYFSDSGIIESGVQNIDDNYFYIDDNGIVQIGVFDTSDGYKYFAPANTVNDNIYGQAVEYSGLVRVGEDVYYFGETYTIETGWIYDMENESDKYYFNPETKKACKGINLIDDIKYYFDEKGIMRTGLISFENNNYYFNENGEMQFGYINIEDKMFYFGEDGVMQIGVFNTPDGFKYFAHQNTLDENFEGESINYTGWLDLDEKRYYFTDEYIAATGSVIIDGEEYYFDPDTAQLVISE
3CLpro inhibitor – SARS-CoV 3CLpro protease inhibition; P0C6X7; recombinant SARS-CoV 3CLpro, quenched FRET peptide cleavage; inhibition, % at 6 µM; 0.14% of 290,000 active; AID 1706; in the data active = inhibition above about 12%
BH1578 lux ind – inducers of Vibrio cholerae quorum light production without autoinducers; V. cholerae BH1578 lux reporter, luminescence, 6 h; activation, % at 18.7 µM; 0.16% of 350,000 active; in the data active = activation mostly above about 9.7%, no sharp cut-off; also: not every result past the cut was called active; inactives centre near 0; reference of the scale not given here
CCHFV vOTU inh – blocks the CCHF virus ovarian tumor domain protease. 0.55% of 370,000 active. AID 651958. CCHFV vOTU protease, Pep-AMC fluorescence. inhibition, % at 11.5 µM; in the data active = inhibition above about 30%; also: 0% = vehicle wells with enzyme and 100% = no enzyme wells
Rv3671c protease – inhibitors of M. tuberculosis serine protease Rv3671c; P9WHR9; inhibition, % at 5.96 µM; 0.048% of 320,000 active; in the data active = inhibition above about 38%;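 also: extracellular domain of Rv3671c used as enzyme; 0% = enzyme with DMSO and 100% = no enzyme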
VHR inh abs – DUSP3 (human) phosphatase inhibition. P51452. recombinant VHR phosphatase, pNPP absorbance. inhibition, % at 13.3 µM. 0.52% of 290,000 active; in the data active = inhibition above about 50%; also: some compounds called inactive have numbers as strong as hits
MazF activator – MazEF (E. coli) toxin RNase activation; FAM/BHQ RNA-DNA oligo cleavage fluorescence, 5 h; 0.32% of 350,000 active; AID 504720; activation, % at 20 µM; in the data active = activation above about 50%
PrPC TRFRET – inhibitors of human cell surface prion protein PrPC. 0.43% of 370,000 active. P04156. TR-FRET read-out. inhibition, % at 13.8 µM. AID 720596; in the data active = inhibition above about 24%; also: 0% = median of the test wells and 100% = reference compound wells
Yp Topo-I inh – blocks Yersinia pestis topoisomerase I activity; Y. pestis Topo-I cleavage product accumulation, plate reader; 0.064% of 360,000 active; AID 504884; activity, % at 10 µM; in the data active = activity above about 50%, passing the limit was not always enough; also: inactives centre near 2
The depositor's hits bear a star; i = inactive; / = not tested or not shown; & = joins results of further samples. These rows are one share of the data; the hit share may differ from the screen's.

Start of the data: the first 13 compounds, ahead of the listing:
SMILES	SSB-PriA inh	TcdB inh	3CLpro inhibitor	BH1578 lux ind	CCHFV vOTU inh	Rv3671c protease	VHR inh abs	MazF activator	PrPC TRFRET	Yp Topo-I inh
O=C(O)C1CC(=O)N(CCOc2ccccc2)C1 (stereo unspecified)	-3	/	-9	i	7	4	-9	0	4	4
COc1ccc(C2OC(=O)CC2C(=O)NCc2ccc(F)cc2)cc1OC (stereo unspecified)	0	1.9	6	-0.2	4	9	12	1	4	-11
OCc1c(OCc2cccc(F)c2)ccc2ccccc12	-18	2.6	2	-0.5	-1	0	22	4	-3	-4
Cc1ccc(NC(=O)C2c3ccccc3Oc3ccccc32)c(C)c1	-8	-0.8	0	-0.2	11	-4	18	3	1	7
Cc1ccc(-n2[nH]c(C)c(C=Nc3cc(C)ccn3)c2=O)cc1	1	/	0	-0.2	1	-8	-9	6	3	-1
CCCNC(=O)C(Cc1ccccc1)NC(=O)c1ccc(C(C)(C)C)cc1 (stereo unspecified)	2	1.0	/	-0.8	-1	-3	/	5	-1	26
N/C(=N\OC(=O)COc1ccccc1Cl)c1ccccn1	/	/	-4	-0.2	5	-6	-8	6	12	5
COc1cc(C(=O)OCCn2c(=O)c3c(ncn3CCN(C)C)n(C)c2=O)cc(OC)c1OC	-6	-1.7	2	i	-3	4	-2	-8	3	11
CN(C)C(=O)N1CCN(C(=O)c2ccco2)CC1	-8	-1.0	1	-0.4	-2	0	-19	1	6	12
C#CCOCCOCCOCCNc1nc(N2CCN(C(=O)Cn3cc(CCCN=C(N)N)nn3)CC2)nc(N2CCN(C(=O)[C@H](CCCCN)n3cc(CCC(=O)O)nn3)CC2)n1	-10	-0.3	/	-0.9	-9	0	/	-13	5	6
O=C(Nc1nc2ccccc2s1)c1cccc(N2C(=O)CCC2=O)c1	-9&-20	-0.5	0	0.8	12	7	-3	5	8	3
Cn1c(O)c(N=NC(=O)C2COc3ccccc3O2)c2ccccc21 (stereo unspecified)	-15	-0.2	4	i	2	-9	-7	2	-15	25
O=C(O)c1cccc(S(=O)(=O)N2CCN(S(=O)(=O)c3ccc4ccccc4c3)CC2)c1	-10	0.0	/	i	2	/	/	-1	-8	-2

Results, from the first entry:
SMILES	SSB-PriA inh	TcdB inh	3CLpro inhibitor	BH1578 lux ind	CCHFV vOTU inh	Rv3671c protease	VHR inh abs	MazF activator	PrPC TRFRET	Yp Topo-I inh
O=C(O)C1CC(=O)N(CCOc2ccccc2)C1 (stereo unspecified)	-3	/	-9	i	7	4	-9	0	4	4
COc1ccc(C2OC(=O)CC2C(=O)NCc2ccc(F)cc2)cc1OC (stereo unspecified)	0	1.9	6	-0.2	4	9	12	1	4	-11
OCc1c(OCc2cccc(F)c2)ccc2ccccc12	-18	2.6	2	-0.5	-1	0	22	4	-3	-4
Cc1ccc(NC(=O)C2c3ccccc3Oc3ccccc32)c(C)c1	-8	-0.8	0	-0.2	11	-4	18	3	1	7
Cc1ccc(-n2[nH]c(C)c(C=Nc3cc(C)ccn3)c2=O)cc1	1	/	0	-0.2	1	-8	-9	6	3	-1
CCCNC(=O)C(Cc1ccccc1)NC(=O)c1ccc(C(C)(C)C)cc1 (stereo unspecified)	2	1.0	/	-0.8	-1	-3	/	5	-1	26
N/C(=N\OC(=O)COc1ccccc1Cl)c1ccccn1	/	/	-4	-0.2	5	-6	-8	6	12	5
COc1cc(C(=O)OCCn2c(=O)c3c(ncn3CCN(C)C)n(C)c2=O)cc(OC)c1OC	-6	-1.7	2	i	-3	4	-2	-8	3	11
CN(C)C(=O)N1CCN(C(=O)c2ccco2)CC1	-8	-1.0	1	-0.4	-2	0	-19	1	6	12
C#CCOCCOCCOCCNc1nc(N2CCN(C(=O)Cn3cc(CCCN=C(N)N)nn3)CC2)nc(N2CCN(C(=O)[C@H](CCCCN)n3cc(CCC(=O)O)nn3)CC2)n1	-10	-0.3	/	-0.9	-9	0	/	-13	5	6
O=C(Nc1nc2ccccc2s1)c1cccc(N2C(=O)CCC2=O)c1	-9&-20	-0.5	0	0.8	12	7	-3	5	8	3
Cn1c(O)c(N=NC(=O)C2COc3ccccc3O2)c2ccccc21 (stereo unspecified)	-15	-0.2	4	i	2	-9	-7	2	-15	25
O=C(O)c1cccc(S(=O)(=O)N2CCN(S(=O)(=O)c3ccc4ccccc4c3)CC2)c1	-10	0.0	/	i	2	/	/	-1	-8	-2
Cc1cccc(OCC(O)Cn2c(=N)n(Cc3ccccc3)c3ccccc32)c1 (stereo unspecified)	1	2.0	8	-0.6	-4	10	6	23	0	5
CCC1CCCCN1S(=O)(=O)c1ccc2c(c1)CCN2C(=O)C1CCC1 (stereo unspecified)	-6	/	2	i	6	-9	-6	-4	-4	0
COc1cccc(NC(=O)c2ccc(NC(C)=O)cc2)c1	-14	1.0	1	/	-4	-8	31	-1	-1	-6
CC(CCc1ccccc1)NC(=O)CNC(=O)c1ccccc1Br (stereo unspecified)	-17	0.1	3	i	-5	2	14	2	6	-5
CC#CCOCC1CNC(=O)O1 (stereo unspecified)	/	0.3	/	-3.7	11	/	/	2	-7	-3
CCOc1ccc(CN(C(=O)/C=C/c2ccco2)C2CCS(=O)(=O)C2)cc1 (stereo unspecified)	-10	-1.1	7	1.1	12	1	9	3	-2	17
O=C(c1ccco1)N1CCCC(c2nc3c(nnn3Cc3ccc(F)cc3)c(=O)[nH]2)C1 (stereo unspecified)	-3	0.8	4	i	-9	4	2	4	2	13
COc1ccc2c(CC(=O)N3CCN(S(=O)(=O)c4ccc(F)cc4)CC3)coc2c1	-5	-8.7	/	i	-16	-4	/	-3	6	10
Cc1ccc(CNC(=O)C2CCN(S(=O)(=O)c3ccc4nc5c(c(C(=O)O)c4c3)CC(C)CC5)CC2)cc1 (stereo unspecified)	-13	0.9	-4	i	12	-8	7	0	-17	5
CCOc1ccc(CCNC(=O)CN(C)S(=O)(=O)c2cccc3nsnc23)cc1OCC	3	/	-2	-0.1	17	6	13	-2	-56	-13
Cc1cccc(N(C(=O)c2snc(C(N)=O)c2N)C(C(=O)NCc2ccccc2)c2ccncc2)c1 (stereo unspecified)	-22	0.4	5	-0.1	-38	-1	2	7	0	9
NS(=O)(=O)c1cccc(NC(=S)NCc2ccccc2)c1	-4	-1.8	-4	-0.3	11	1	26	1	7	3
COc1ccc(NC(=O)CSc2ccc(-c3ccco3)nn2)cc1OC	7	1.8	1	i	-4	0	19	4	-3	2
Cc1nc2c(cc1N)nc(C)n2Cc1ccccc1	-3	1.3	-5	i	-30	-2	5	-22	2	2
C#CCOc1ccc(/C=C2/C(=O)N(c3ccc(S(N)(=O)=O)cc3)N=C2C)cc1OC	/	-1.0	/	i	29	/	/	6	2	-16
O=C(Nc1cc(S(=O)(=O)N2CCOCC2)ccc1O)c1ccc2c(c1)S(=O)(=O)c1ccccc1C2=O	28	0.2	1	1.1	-12	-11	10	2	-7	-2
O=C(CCc1nc2ccccc2[nH]1)Nc1ccc2c(c1)OCCO2	0	1.6	3	-0.4	-6	-3	23	-4	4	-4
Fc1ccc(-c2ccnn2-c2ccccc2)cc1	-17	0.0	-4	i	9	-3	20	5	-5	14
C=CCNC(=O)CN1CCC(n2nnc3cc(C(F)(F)F)ccc32)CC1	-6	0.5	-1	-0.3	9	2	4	11	-13	-3
O=C(CN1C(=O)N/C(=C\c2ccccc2OCc2ccc(C(=O)O)cc2)C1=O)Nc1ccc(F)cc1	0	-0.7	9	-0.4	32*	-23	-4	2	-17	6
CCn1cc(CNC(=O)c2cc([N+](=O)[O-])c(C)c([N+](=O)[O-])c2)cn1	-5	/	-2	-0.3	-16	-6	1	-6	-27	-8
CC(=O)OCCCCCCCCCCC[N+]1(C)CCCCC1	-10	0.8	1	-0.4	-4	4	12	4	1	4
O=C(Nc1ccc(SC(F)F)cc1)c1ccc2nccnc2c1	12&-13	2.5	-2	-10	6	-28	1	-8	-10	-6
O=C(CCNC(=O)c1ccc(Br)cc1)NCc1ccccc1F	-14	1.8	/	-5.0	1	9	/	5	0	2
COc1ccc(CCNC(=O)[C@H](CC(C)C)NC(=O)N2CCn3c2nc2ccccc23)cc1OC	4	5.2	-1	-0.4	-31	1	34	-1	-3	21
COc1ccc(NC(=O)C2(C)Cc3c(-c4cccc(C(F)(F)F)c4)ccnc3O2)cn1 (stereo unspecified)	/	-4.6	/	-0.6	7	/	/	/	12	23
Cc1nc(C)c(-c2ccc(SCc3ccccc3F)nn2)s1	-23	1.7	-6	-0.3	10	-14	11	9	4	30
O=C1c2cccnc2C(=O)N1c1cccc(-c2nc3ccccc3o2)c1	-12	/	5	i	1	-7	-2	5	-2	1
CCOC(=O)c1nc(C(=O)NCc2ccc(C)cc2)nc2ccccc12	11	1.1	/	-0.2	7	4	/	8	-13	25
Fc1ccc(C2NCCn3cccc32)cc1 (stereo unspecified)	-10	/	-2	i	15	-7	11	9	1	0
CCN(Cc1ccc(OC)c(F)c1)C(=O)c1oc2ccccc2c1COC	-49	1.4	5	-1.2	4	-5	2	-6	7	1
CCn1cc(CNCc2c(C(=O)N3CCCCC3)nc3c(C)cccn23)cn1	-3	2.1	-2	-0.3	-10	-6	30	-7	1	-1
Cc1cccc(CCNS(=O)(=O)c2ccc3c(c2)NC(=O)CO3)c1	1	0.8	0	-0.4	-4	-6	-2	6	6	8
CCn1cc(C(=O)NCC(=O)OC)c2cc(OC)c(OC)cc2c1=O	-1	/	3	/	-7	-3	24	6	0	6
CN(C)[C@@H]1CCC[C@@H]1OC(=O)C(c1ccccc1)c1ccccc1	-6	-0.2	2	-1.1	-2	7	-23	4	-3	-2
Cc1ccccc1OCC(O)Cn1c(SC(C)C)nc2c1c(=O)[nH]c(=O)n2C (stereo unspecified)	-15	/	-6	-6.0	11	5	-6	6	2	10
CCCCC1CC1C(=O)Nc1ncc2c(n1)CC(C)(C)CC2=O (stereo unspecified)	0	1.7	-1	-0.2	6	2	-11	4	4	6
O=C(Cc1cccs1)Nc1ccccc1F	2	0.1	-3	1.3	0	-2	14	1	-4	2
O=c1cc(CN2CCCCC2)nc(C2CC2)[nH]1	-10	1.9	-3	-0.2	9	4	26	-9	1	1
